Screening results: PubChem, National Center for Advancing Translational Sciences (NCATS)
SMN2 splice enh – increases expression of the SMN2 splice variant | hit rate 2.8% among 210,000 | Potency, µM (series often up to 46.1 µM), without a hit: at the top dose activity change, positive = activation, usual class: activators | HEK293 SMN2-luciferase splicing reporter, luminescence, 30-36 h; further: % of control where 0% means no effect; nearly all actives have a fitted effect of over 55% in size
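HEK293 cells carry an SMN2 minigene-luciferase reporter in which exon 7 inclusion puts luciferase in frame. Cells were seeded at 2000 cells/well, attached for 10-12 hours, then exposed to compounds for 30-36 hours at 37C before ONE-Glo luminescence.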
JMJD2E inh – inhibitors of human JMJD2E histone demethylase; B2RXH2; JMJD2E catalytic domain, FDH-coupled NADH fluorescence (FDH is formaldehyde dehydrogenase); Potency, µM (doses to about 57.1 µM), without a hit: top-dose activity change, negative = inhibition, hits mostly inhibitors; hit rate 1.6% among 230,000; active means well fitted inhibition curve with a large enough effect, not every such curve was filed as active; inconclusive means small, poorly fitted or top-dose-only effect, or another doubt; inactive means no such curve, though single readings can be large or run the other way;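 further: 0% = wells with enzyme and -100% = buffer wells without enzyme; nearly all actives have a fitted effect of over 50% in size; many of its hits are not listed in these tables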
RECQ1 inh – RECQ1 (human) helicase inhibition; P46063; RECQ1 DNA unwinding, red fluorescence kinetic read; Potency, µM (series often up to 57.3 µM), for inactives: top-dose activity, negative = inhibition, actives largely listed as inhibitors; hit rate 0.54% among 240,000; AID 2549;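 further: plate controls were vehicle for no effect and no enzyme for full effect; nearly all actives have a fitted effect of over 30% in size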
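RECQ1T1 50 nM; forked duplex (20 bp + 30-nt ss tails) 200 nM, ATP 2 mM final; pH 8.0, 2 mM MgCl2, 2.5 ug/ml poly(dI-dC); 15 min compound preincubation; discontinuous kinetic read over 2 h at RT.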
GoLoco inh red – inhibitors of human Gai1-RGS12 GoLoco interaction (red fluorophore); P63096; Gai1:RGS12 GoLoco peptide FP, rhodamine, 10 min; Potency, µM (series often up to 61.6 µM), for the others: at the top dose activity, negative = inhibition, usual class: inhibitors; hit rate 0.44% among 230,000; AID 880; active means well fitted inhibition curve with a large enough effect, not every such curve was filed as active; inactive means no such curve, though single readings can be large or run the other way; further: on the % scale 0 is the no-effect control and ±100 the full control effect; nearly all actives have a fitted effect of over 30% in size; many of its hits are not listed in these tables
Target sequence (P63096 whole entry, looked up): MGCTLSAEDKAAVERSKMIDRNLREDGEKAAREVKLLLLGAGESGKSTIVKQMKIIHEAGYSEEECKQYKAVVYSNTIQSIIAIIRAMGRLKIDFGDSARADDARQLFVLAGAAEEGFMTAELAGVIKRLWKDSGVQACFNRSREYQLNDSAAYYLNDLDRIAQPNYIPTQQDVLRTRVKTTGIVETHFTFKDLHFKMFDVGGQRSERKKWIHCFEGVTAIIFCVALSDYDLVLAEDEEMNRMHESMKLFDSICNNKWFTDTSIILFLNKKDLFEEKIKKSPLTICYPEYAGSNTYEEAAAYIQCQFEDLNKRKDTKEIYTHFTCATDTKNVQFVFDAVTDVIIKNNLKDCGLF
LMNA splice mod – LMNA splicing modulation; hit rate 0.01% among 200,000; HeLa LMNA splicing GFP/RFP minigene ratio, 48 h; AID 1487; Potency, µM (highest dose often 46.1 µM), for the others: top-dose ratio change, negative = inhibition, actives largely listed as inhibitors; active means well fitted inhibition curve with a large enough effect in the signal ratio, with a control signal flat, not every such curve was filed as active; inconclusive means small, poorly fitted or top-dose-only effect, or effect the other way, or a change in a side signal; the % refers to the signal ratio; further: on the % scale 0 is the no-effect control and ±100 the full control effect
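S3 HeLa stable clones carrying a lamin A-EGFP splicing minigene plus DsRed2 were seeded at 600 cells/well in Opti-MEM with 2% FBS, pin-dosed and incubated 48 h at 37°C. Acumen cytometry (488 nm) gave the GFP/RFP total-intensity ratio.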
ALDH1A1 inh – inhibitors of human aldehyde dehydrogenase 1A1. Purified ALDH1A1, NADH fluorescence, propionaldehyde substrate. Potency, µM (titrated, usually from 75.3 µM), for the others: at the highest dose activity, negative = inhibition, usual class: inhibitors. hit rate 7.3% among 220,000; active means well fitted inhibition curve with a large enough effect, not every such curve was filed as active; inconclusive means small, poorly fitted or top-dose-only effect, or another doubt; inactive means no such curve, though single readings can be large or run the other way;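 further: plate controls were no enzyme wells and a reference inhibitor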
Target sequence (P00352 whole entry, looked up): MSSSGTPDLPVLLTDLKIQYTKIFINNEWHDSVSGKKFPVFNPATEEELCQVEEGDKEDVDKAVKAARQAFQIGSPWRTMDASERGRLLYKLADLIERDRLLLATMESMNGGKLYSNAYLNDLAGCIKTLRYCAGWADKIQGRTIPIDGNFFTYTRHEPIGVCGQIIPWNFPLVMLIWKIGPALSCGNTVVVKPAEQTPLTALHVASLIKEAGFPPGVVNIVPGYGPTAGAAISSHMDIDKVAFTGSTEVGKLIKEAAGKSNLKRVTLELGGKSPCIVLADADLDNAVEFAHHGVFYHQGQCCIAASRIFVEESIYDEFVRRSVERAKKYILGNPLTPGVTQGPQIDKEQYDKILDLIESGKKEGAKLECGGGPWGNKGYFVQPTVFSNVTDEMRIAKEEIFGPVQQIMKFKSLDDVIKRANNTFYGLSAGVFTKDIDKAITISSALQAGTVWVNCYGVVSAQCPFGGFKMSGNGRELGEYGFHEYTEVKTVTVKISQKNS
TexasRed fluor – Texas Red fluorescence interference in TRb-SRC2 counter-screen; TRb/SRC2 Texas Red total fluorescence interference; Potency, µM (titrated, usually from 106 µM), inactives show at the top dose fluorescence change, negative = quenching; hit rate 0.29% among 280,000; AID 1479; active means well fitted curve in either direction with a large enough effect; inconclusive means small, poorly fitted or top-dose-only effect; further: on the % scale 0 is the no-effect control and ±100 the full control effect
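Human TRb ligand-binding domain at 0.6 uM with 20 nM Texas Red SRC2 peptide in Tris buffer containing 1 uM T3 and 5% DMSO, incubated with compound 5 h at ambient temperature. Total fluorescence (555/632 nm) calculated as parallel + 2 × perpendicular.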
TRb SRC2 PPI – inhibitors of human thyroid hormone receptor beta-SRC2 interaction; AID 1469; Potency, µM (series often up to 106 µM), without a hit: at the top dose activity change, negative = inhibition, actives largely listed as inhibitors; TRbeta-SRC2 peptide binding, fluorescence polarization; receptor liganded with 1 µM T3; hit rate 0.065% among 280,000; P10828;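 further: plate controls were bound peptide for no effect and peptide without receptor for full effect; nearly all actives have a fitted effect of over 50% in size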
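Quantitative HTS by FP: 0.6 uM TRb LBD, 20 nM labeled SRC2 20-mer, 1 uM T3, 5% DMSO; 5 hr ambient incubation; % activity per concentration and potencies from concentration series.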
Starred values were filed as active, the others as inactive; i = inactive; ? = inconclusive; . = no result given; & = joins results of further samples; [ ] = dose if it differs, or a comment. Unless noted, the call rests on the fitted dose curve; in most records, active means well fitted curve in the direction sought with a large enough effect; inconclusive means small, poorly fitted or top-dose-only effect, or another doubt; inactive means no such curve, though single readings can be large; an effect the other way counts as inactive or inconclusive. Potency means the concentration at half of the fitted maximal effect. Not all compounds are listed; rates above refer to the full screens.

SMILES	SMN2 splice enh	JMJD2E inh	RECQ1 inh	GoLoco inh red	LMNA splice mod	ALDH1A1 inh	TexasRed fluor	TRb SRC2 PPI
Cc1ccc2c(c1)CC1(CN2C)C(=O)NC(=O)N(CCc2ccccc2)C1=O (stereo unspecified)	7%	9%	i	-8%	-16%	?	1%	-12%
O=C(N1CCOCC1)N1CCN(C(c2ccccc2)c2ccccc2)CC1	-13%	4%	-6%	-3%	4%	?	0%	-8%
CC/C=C\C/C=C\C/C=C\C/C=C\C/C=C\CCCC(=O)NCC(=O)O	4%	0%	-9%	0%	.	7%	-2%	-3%
CN1C(=O)CCS(=O)(=O)[C@@H]1c1ccc(Cl)cc1	2%[20.6 µM]	0%[25.5 µM]	-9%[25.9 µM]	2%[21.6 µM]	?	1%[20.9 µM]	-3%[53 µM]	.
CN1CC(C(=O)c2ccc(Cl)cc2)C(c2ccccc2F)C1 (stereo unspecified)	-7%	-10%	i	7%	-4%[46 µM]	-13%	3%	-1%
C(=C/c1ccccc1)/CN1CCN(CCOC(c2ccccc2)c2ccccc2)CC1	.	-2%	i	-6%	.	-11%	0%	1%
Cc1cc(=O)n(-c2ccccc2)n1-c1ccccc1	4%	-2%	-5%	10%	6%	7%	1%	-7%
c1ccc2c(c1)sc1ccccc12	8%	4%	-8%	222%[activator]	?	-9%	-1%	-1%
CC1=[N+]([O-])C2(N)CCc3nonc3C2(O)C1 (stereo unspecified)	17%	-2%	23%	-2%	6%	7.1µM*	-5%	-5%
CCOP(=O)(OCC)C(NC(=O)c1ccc(C)cc1)C(Cl)(Cl)Cl (stereo unspecified)	-12%	0%	-1%	-10%	-7%	1%	-5%	-7%
O=c1[nH]c(=O)n(C2CCCCCC2)c(O)c1C=NCc1ccc(F)cc1	-1%	-1%	-9%	9%	-4%	?	-1%	-20%
CCc1ccc(N2C(=O)NC(=O)/C(=C/c3cccn3CCOc3ccc(C(C)CC)cc3)C2=O)cc1 (stereo unspecified)	-31%[inhibitor]	1%	-11%	101%[activator]	-1%	5%	?	-4%
C=CC1CN2CCC1CC2[C@@H](OC(=O)c1ccc(OC)cc1)c1ccnc2ccccc12 (stereo partly specified)	1%	4%	-13%	6%	?	4%	0%	8%
CCn1c(O)c(C=NCCc2c[nH]c3ccccc23)c(=O)[nH]c1=O	14%	1%	i	7%	9%	8%	4%	2%
Cc1ccc2nc(N3CCC(C(=O)N4CCC5(CC4)OCCO5)CC3)sc2c1	.	-3%	i	.	?	?	-1%	3%
CN1CCc2nc3sc(C(=O)NC(C)(C)C)c(N)c3cc2C1	19%	2%	-3%	-3%	1%	20%	1%	-1%
C1=C(c2ccccc2)CCNC1	.	-5%	-4%	1%	.	.	-3%	3%
O=C(O)C1Sc2[nH]c(=O)sc2C2c3cc(Cl)ccc3OC(=O)C12 (stereo unspecified)	19%	14µM*	-3%	36%[activator]	0%	13µM*	1%	-1%
CCOC(=O)C1CCCCC12C(C#N)=C(N)Oc1n[nH]c(C)c12 (stereo unspecified)	42%	-2%	-12%	8%	3%	9%	2%	-4%
COc1ccc2c(c1)[C@@]13CCCC[C@H]1[C@@H](C2)NCC3	-15%	-4%	-1%	8%	?	3%	0%	11%
Cc1c(C(=O)NCCC2=CCCCC2)oc2ccc(S(=O)(=O)N3CCC4(CC3)OCCO4)cc12	-44%[inhibitor]	-3%	-14%	-2%	?	22µM*	1%	-19%
COc1ccc2c(c1)CCC1[C@@H]2CCC2(C)[C@@H](NCCCCCCN3C(=O)C=CC3=O)CC[C@@H]12 (stereo partly specified)	.	-8%	-10%	6%	.	0.11µM*	2%	10%
CCOC(=O)CN1C(=O)CC(C[C@@H](O)C2C[C@@H](C)C[C@H](C)C2=O)CC1=O (stereo partly specified)	-12%	.	-17%	-11%	.	-11%	-2%&-4%	-2%&-2%
CCC1/C=C/C=CCC(C)C(O)[C@@](C)(O)C(=O)C(C)C(O)C(C)C(=O)C(C)C(O)C(C)C=CC(=O)O[C@H]2C(C)C(CC1)O[C@]1(CCC(C)C(CC(C)O)O1)C2C (stereo partly specified)	-54%[inhibitor]	-4%	-2%	1%	?	13%	-2%	.
C[n+]1c(-c2ccccc2)cc(CCCCc2cc(-c3ccccc3)[n+](C)c(-c3ccccc3)c2)cc1-c1ccccc1	-14%	?	3%	62%[activator]	-13%[46 µM]	?	6%	9%
COc1cccc(CNC(=O)CSc2ccc(-c3ccco3)nn2)c1	-8%	?	?	4%	.	13µM*	-3%	-3%
CCc1ccc2nc(N3CCC(C(=O)N4CCC5(CC4)OCCO5)CC3)sc2c1	-83%[inhibitor]	3%	-7%	-1%	.	-10%	0%	6%
N#CC(C#N)=Cc1ccc(N2CCOCC2)cc1	.	-28%	-3%	2%	.	.	0%	2%
O=C1C2CCN(CC2)C1(CO)CO	-16%[9.22 µM]	14%	-7%&-13%&-10%	4%[14.2 µM]	.	6%[13.5 µM]	-3%&-1%&-1%&-1%	-2%&-2%&0%&1%
CC12CN3CC(C)(CN(C1)C3c1ccncc1)C2=O (stereo unspecified)	-5%	0%	-3%	-39%	?	-2%	2%	-12%
COc1ccc2[nH]cc(CCN)c2c1	-12%&-3%&-11%&-7%&-12%	0%&-2%&-12%	0%&-10%&-4%&-2%	-4%&8%&5%&7%&10%	-11%&6%&-9%	4%&-4%&11%&-14%&-7%	-3%&-4%&-1%&-7%&-8%	-3%&8%&12%&1%&1%
Cc1ccccc1N	-3%&-1%	.	-1%&-3%	2%&-12%	.	1%&-8%	0%&-5%	8%&3%
CCN(CC)c1ccc(/C=C2\C(=O)NC(=O)N(Cc3ccco3)C2=O)cc1	-3%[1.84 µM]	-10%	?	211%[activator]	-6%	0.5µM*	?	.
CCC(C)OC(=O)c1c(N)n(Cc2cccs2)c2nc3ccccc3nc12 (stereo unspecified)	?	?	i	4%	?	?	-1%	-10%
N#CC(C#N)=Cc1cccnc1	1%	-17%	i	18%	?	3.2µM*	-1%	-3%
C=CCn1c(O)c(C(CC)=Nc2ccc3c(c2)CCC3)c(=O)[nH]c1=O	.	11%	-5%	-1%	.	.	4%	6%
COc1ccc(C2N(c3cc(C)on3)C(=O)C3CCCN32)cc1 (stereo unspecified)	9%	-16%	i	-8%	-3%[46 µM]	?	0%	1%
CCCCCCOc1ccc(CN2CCN(CCO)CC2)cc1	15%	-2%	14%	6%	-2%	14%	0%	-9%
c1ccc(-c2[nH]c(-c3ccccc3)[n+](CC3CO3)c2-c2ccccc2)cc1 (stereo unspecified)	-67%[inhibitor]	?	-11%	3%	?	?	2%	-7%
COc1ccc(C(=O)c2c(C)n(CCN3CCOCC3)c3cc(I)ccc23)cc1	.	-16%	?	2%	.	5µM*	-2%	4%
COc1ccc(N2C(=O)/C(=C/c3cccs3)C(=O)NC2=S)cc1	.	?	14%	11%	.	.	9%	17%
CCCN(C/C=C/I)C1CCc2ccc(O)cc2C1 (stereo unspecified)	-13%	.	17%	-10%	.	?	-1%	-1%
CC(=NCCc1c[nH]c2ccccc12)c1c(O)n(Cc2ccccc2)c(=O)[nH]c1=O	.	-17%	-5%	-2%	.	.	1%	2%
C#CC1(O)C=CC2C3CCC4=CC(=O)CCC4C3CCC21CC (stereo unspecified)	.	.	.	3%	?	.	-2%	2%
O=C(NC1CONC1=O)OCC(Cl)(Cl)Cl (stereo unspecified)	6%	-4%	2%	8%	6%	20%	-5%	-1%
CCN(CC)C(=O)c1ccc(NC(=O)Cn2nc(C)c3ccccc3c2=O)cc1	25%	0%	-1%	7%	-8%	?	-2%	-14%
CNC(=S)N1CCn2cccc2C1c1cccnc1 (stereo unspecified)	-8%	0%	-3%	11%	.	-1%	-3%	5%
CC1CC(OP(O)(=S)c2ccc(N(C)C)cc2NC(=O)c2cccs2)CC(C)(C)C1 (stereo unspecified)	43%	?	-4%	-7%	.	4µM*	0%	-7%
CC(Cc1cccs1)NCc1ccc(Cl)cc1 (stereo unspecified)	-8%	2%	-2%	8%	20%[46 µM]	10%	-7%	2%
C[N+]1(C)[C@@H]2CC[C@H]1CC(OC(=O)C(CO)c1ccccc1)C2 (stereo partly specified)	?	6%&8%	-1%	1%&3%	1%[46 µM]	7%	0%&-5%	3%&6%
COc1ccc2c(c1OC)C(=O)OC2c1c(O)n(C2CCCCC2)c(=O)[nH]c1=O (stereo unspecified)	13%	-22%	-3%	-2%	5%	?	-2%	-2%
Cn1cccc1-c1cccnc1	-38%	.	-9%	0%	.	?	2%	3%
CC(C)N1C(=O)c2ccccc2NS1(=O)=O	-5%	?	?	-3%	-5%	-8%	-1%[201 µM]	0%[201 µM]
O=C(Nc1cccc(OC(=O)N2CCCCC2)c1)N1CCOCC1	-21%	0%	-5%	8%	15%[46 µM]	1%	-4%	-4%
Fc1ccc2c(c1)nnn2C1CCN(Cc2nnnn2CCc2ccccc2)CC1	-10%	-20%	0%	8%	?	-7%	-2%	-11%
CCN1C(=O)C(=Cc2cc(C)n(C3CC3)c2C)C(=O)N(CC)C1=S	0%	-2%	-1%	189%[activator]	-8%	10µM*	-2%	-6%
CN1CCC2(CC1)NC(=O)C1=C(CN(C)CC1)N2	6%	-3%	8%	-12%	-2%	4%	1%	3%
NC(N)=N/N=C/c1ccc(N2CCOCC2)cc1	-35%[inhibitor]	?	-9%	-6%	-17%[46 µM]	?	-1%	7%
COc1cc(C(CN)CC(=O)O)ccc1O (stereo unspecified)	.	-9%	3%	7%	?	14%	0%	-4%
Cc1ccc(S(=O)(=O)N2CCCC(C(=O)N3CCC4(CC3)OCCO4)C2)cc1 (stereo unspecified)	-25%	1%	12%	12%	?	-5%	-1%	-2%
C1=C(c2c[nH]c3ccccc23)CCN(Cc2ccccc2)C1	.	-16%	i	9%	.	5%	7%	1%
